Screening results from PubChem.
All columns: NCI-60 one-dose screen, growth in % after 48 h at 10 µM unless noted; 100 = growth as untreated, 0 = no growth, -100 = all killed.
HL-60(TB): HL-60(TB) leukemia cells. actives 9% (n = 78,000); active means growth percent below 10
The depositor's hits bear a star; ! = not confirmed by another sample. Some of the compounds tested (hit frequency here may not be typical).

SMILES	HL-60(TB)
CCOC(=O)C1=NN(c2ccccc2)C(=O)/C1=C\n1c(=S)sc2ccccc21	102.2
Cc1ccc(-c2cc3nc(C(Cl)Cl)nc(-c4ccccc4F)n3n2)cc1	88.8
N#C/C(=C\c1c(-c2ccccc2)[nH]c2ccccc12)S(=O)(=O)c1ccccc1	-4.4*
O=c1[nH]c(NCc2ccccc2)nc2c3c(sc12)CCCC3	98.1
COc1ccc(/C(=C\c2cc(OC)c(OC)c(OC)c2)C(=O)Nc2nc3ccc(Cl)cc3s2)cc1	81.4
CCOC(=O)c1nnnn1CC(=O)c1cc(OC)c(OC)c(OC)c1	103.7
COC(=O)c1[nH]c(=O)c(C#N)c(C(=O)OC)c1C(=O)c1ccccc1	94.8
CCCCC1(C(OC)OC)NC(=O)NC1=O (stereo not drawn)	106.6
O=C(CNC1CCCCC1)Nc1cc(O)ccc1O	113.7
Cn1c(S)c(N=Nc2ccc(S(=O)(=O)Nc3nccs3)cc2)sc1=O	105.9
COc1ccc(-c2n[nH]nc2-c2ccccc2C#N)cc1	73.6
COc1cc(Cc2cc(OC)c(O)c(OC)c2)cc(OC)c1O	44.0
COc1cc(C(=O)CCN2CCCCC2)ccc1O	101.3
Cc1nc(C#N)c(NCc2ccccc2O)o1	84.0
c1ccc2c(c1)Nc1ccccc1S2	33.0
O=C(NCc1cn(Cc2cccc(Oc3ccccc3)c2)nn1)c1cccnc1Nc1ccc(Br)cc1	93.7
COc1cc(/C=C2\CN(C)C/C(=C\c3cc(CN4CCCCC4)c(O)c(OC)c3)C2=O)cc(CN2CCCCC2)c1O	11.0
CCOc1ccc(-c2nc3ccc(-c4nc5ccc(N6CCN(CCNC(C)=O)CC6)cc5[nH]4)cc3[nH]2)cc1	91.5
COc1ccc(-c2cc(=O)n(-c3nc4ccccc4[nH]3)[nH]2)cc1OC	35.4
O=c1c2ccccc2nc(SCc2nnc(Nc3ccccc3)s2)n1CCc1ccccn1	104.5
CCn1c(=O)c(C(c2ccc(C)cc2)c2c(O)c3ccccc3n(CC)c2=O)c(O)c2ccccc21	116.5
O=C1C(Cl)=C(N2CCOCC2)C(=O)c2ccccc21	-36.6*
COc1ccc(-n2c(SCC(=O)NNC(=S)NC(=O)c3ccccc3)nc3ccc(Cl)cc3c2=O)cc1	99.3
O=C(/C=C/c1cccs1)c1ccc(OCc2nnc(-c3ccc(Cl)cc3)o2)cc1	92.1

Sorted by count of non-hydrogen atoms (ascending): 4 of the compounds above.
SMILES	HL-60(TB)
c1ccc2c(c1)Nc1ccccc1S2	33.0
COc1cc(C(=O)CCN2CCCCC2)ccc1O	101.3
O=c1c2ccccc2nc(SCc2nnc(Nc3ccccc3)s2)n1CCc1ccccn1	104.5
CCn1c(=O)c(C(c2ccc(C)cc2)c2c(O)c3ccccc3n(CC)c2=O)c(O)c2ccccc21	116.5

A second format for some results above.
mol,HL-60(TB)
COc1ccc(-c2cc(=O)n(-c3nc4ccccc4[nH]3)[nH]2)cc1OC,35.4
O=c1c2ccccc2nc(SCc2nnc(Nc3ccccc3)s2)n1CCc1ccccn1,104.5

The list goes on:
SMILES	HL-60(TB)
COc1cccc(-c2nc3ccccc3s2)c1O	95.0
CCCCCCCCC1OC(C)CC(C)(C)O1 (stereo not drawn)	124.3
COc1cccc2sc(NCN3N=C(C)CC3=O)nc12	95.4
N#C/C(=C\c1cccc([N+](=O)[O-])c1)C(=O)c1ccccc1	106.1
COc1cc(C2C(Cl)C(=O)N2n2cnnc2)ccc1O (stereo not drawn)	107.5
CCOC(=O)CC[C@H](NC(=O)c1ccc(CNc2nc3cc(C(F)(F)F)ccc3nc2C(=O)OCC)cc1)C(=O)OCC	86.7
CCOC(=O)c1ccc(N=CC2CCCCC2=O)cc1 (stereo not drawn)	120.3
OCC(I)CO	95.0
CSc1nc(S(C)(=O)=O)ncc1C	100.3
OCC(O)C(O)C(O)C(O)C(O)C(O)CO (stereo not drawn)	112.4
CN(CCO)c1cnn(CCO)c(=O)c1Cl	95.8
Cc1ccc(N2CCN(CCC#N)CC2)cc1	87.0

Exported as a markdown table: part of the list above
| structure | HL-60(TB) |
| --- | --- |
| CCOC(=O)CC[C@H](NC(=O)c1ccc(CNc2nc3cc(C(F)(F)F)ccc3nc2C(=O)OCC)cc1)C(=O)OCC | 86.7 |
| CCOC(=O)c1ccc(N=CC2CCCCC2=O)cc1 (stereo not drawn) | 120.3 |
| OCC(I)CO | 95.0 |
| CSc1nc(S(C)(=O)=O)ncc1C | 100.3 |
| OCC(O)C(O)C(O)C(O)C(O)C(O)CO (stereo not drawn) | 112.4 |

Next part.
SMILES	HL-60(TB)
CCOC(=O)c1c(C)nc2c(c1N)/C(=C/c1cc(OC)c(OC)c(OC)c1)C(=O)N2c1ccc(OC)cc1	28.2
Nc1cc(=O)n(-c2ccccc2)nc1Cl	88.3
Cc1cccc(C)c1[C@@H]1C[C@](C)(O)[C@H]2CC[C@H](C)C[C@@H]2O1	102.9
CCSc1ccc(N=[N+]([O-])c2ccc(SCC)c(Cl)c2)cc1Cl	113.9
CC1=CC(=O)CC(C)(C)C1(O)/C=C/C(C)=C\C(=O)O (stereo not drawn)	81.1
COC(=O)C1=C(C)NC(C)=C(C(=O)OC)C(N2C(=O)CCC2=O)C1 (stereo not drawn)	90.8
CCN(CC)CC(C)Nc1ccc([N+](=O)[O-])c2sc3ccccc3c(=O)c12 (stereo not drawn)	-26.2*
NC1CSSCC(C(=O)O)NC1=O (stereo not drawn)	106.0
COC(=O)Cc1[nH]c(=O)[nH]c1C(=O)OC	80.9
CCOC(C)c1ccc(OC(=O)c2ccccc2)c(OC)c1 (stereo not drawn)	94.7
Oc1ccc(-c2ccc3c(c2)ncn3-c2ccccc2)cc1	47.8
Nc1nc(-c2ccccc2)cc(=O)[nH]1	89.9
Cc1cc2c(cc1C)NC1C(=O)C(c3ccccc3Cl)OC1=N2 (stereo not drawn)	92.8
CC12CCC3C(CCC4=CC(=O)CCC43C)C1C/C(=C\c1ccc(N(CCCl)CCCl)cc1)C2=O (stereo not drawn)	72.6
COc1c(C(NC(=O)c2ccccc2)c2sccc2C)cc(Cl)c2cccnc12 (stereo not drawn)	96.1
CCCCC(CO)ON=C(C)C (stereo not drawn)	98.1
Fc1ccc(C2CC(c3ccccc3Cl)=NN2c2ccc(-c3ccccc3)nn2)cc1 (stereo not drawn)	92.0
C=C(C)CN(C#N)CC(=C)C	94.3
CN(C)CCOc1cccc(-c2nc3sccn3c2-c2ccnc(S(C)(=O)=O)n2)c1	103.9
CCCCNc1nnc(C(=O)c2c[nH]c3ccccc23)o1	104.3
O=c1[nH]c2nc(Cl)nc(Cl)c2[nH]1	98.2
O=C1CCCN1c1nc(-c2ccc(-c3ccccc3)cc2)c(Br)s1	96.2
CS(=O)(=O)c1ccc(C(=O)N/N=C/c2c[nH]c3ccccc23)cc1	101.5
CC[C@H](C)[C@H](NC(=O)C12C3C4C1C1C2C3C41NC(C)=O)C(=O)N(C)[C@H](C[C@@H](OC(C)=O)c1nc(C(=O)N[C@@H](Cc2ccccc2)C[C@H](C)C(=O)OC)cs1)C(C)C (stereo partly drawn)	-13.3*
O=[N+]([O-])c1cc[n+]([O-])c2ccccc12	-26.9*
CNC(C)(C)Cc1ccccc1	129.0
c1ccc(-c2cc(-c3ccccc3)c(-c3ccccc3)o2)cc1	86.5
N#Cc1c(-c2ccco2)nc2c(c(-c3ccccc3)nn2-c2ccccc2)c1-c1ccc(O)cc1	22.9
CCOC(=O)CCN(CC(C)C)C(=S)Nc1ccccc1	97.2
COC(=O)c1cc(=O)nc(N/N=C/c2ccc(C)cc2)s1	105.0
COC(=O)c1ccc2oc(NC(=O)c3ccc(N4CCN(C(c5ccccc5)c5ccccc5)CC4)c([N+](=O)[O-])c3)nc2c1	105.2
Cc1ccccc1OC(=O)c1ccc([N+](=O)[O-])cc1	77.7
CS(=O)(=O)c1cccc(-c2c(-c3cccc(O)c3)nc3sccn23)c1	94.0
CN(C)c1ccc(N=Nc2cccc3ccccc23)cc1	77.4
O=C(/C=C/c1ccc(C(F)(F)F)cc1)c1ccc(Nc2nc(NCCO)nc(Nc3ccc(Cl)cc3)n2)cc1	77.0
Cc1nn(-c2ccc(F)cc2)c2ncnc(Nc3ccc(F)c(Cl)c3)c12	85.0
Cc1nc2cc(-c3nn(C(C)C)c4ncnc(N)c34)ccc2o1	5.1*
CC(=O)OC[C@H]1OC(Sc2sc(C(=O)c3ccc(C)cc3)c(N)c2-c2nc3ccccc3s2)[C@@H](OC(C)=O)[C@@H]1OC(C)=O (stereo partly drawn)	107.7
CC(=O)Nc1ccc(S(=O)(=O)F)cc1	76.4
O=C(Nc1ccc(Cl)c(Cl)c1)Nc1ccc(Cl)c(Cl)c1	-56.8*!
Nc1nc2c(ncn2COCCO)c(=O)[nH]1	84.0
Cc1cc(O)c([N+](=O)[O-])c(C)c1[N+](=O)[O-]	92.9
CCCCCCCCc1ccc(C(=O)Nc2ccc(C)c(OP(=O)(O)O)c2)cc1	78.4
Cc1cc(C)c(SSc2nnnn2-c2ccccc2)c(C)c1	93.0
O=[N+]([O-])c1ccc(/C=C/C=C/c2ccccc2)cc1	96.1
C=C1CC[C@@H]2[C@](C)(COC(C)=O)[C@H](OC(C)=O)CC[C@@]2(C)[C@@H]1CC(NC1CCCC1)C1=CCOC1=O (stereo partly drawn)	42.7
COC(=O)c1[nH]c(=O)c(C#N)c(C(=O)OC)c1-c1ccc(F)cc1	79.4
N#CC(C#N)=C1CCCc2sccc21	107.0
CNCc1ccccc1[N+](=O)[O-]	97.7
COC(=O)c1c(C(=O)OC)c2c(-c3ccccc3)cc3cccc1n32	86.3
COc1c(C)cccc1C(C)=O	83.9
O=C1/C(=C/c2cn(-c3ccccc3)nc2-c2ccccc2)SC(=S)N1c1ccc(Cl)cc1	86.0
O=C(Nc1ccc(-n2ccc3c(NC(=O)c4ccccc4)ncnc32)cc1)c1ccc(Cl)c(Cl)c1	82.5
O=C(CCn1c[n+](CC(=O)c2ccc(Cl)cc2)c2ccccc21)Nc1cccc2cccnc12	104.8
O=C1Nc2c(ccc(Cl)c2Cl)/C1=C/c1ccc(F)cc1	71.4
CC(C)C(C(=O)O)n1c(O)c(C=C2N=c3ccccc3=N2)sc1=S (stereo not drawn)	100.8
COc1cc(-c2nn(-c3ccc(NC(=O)NCCCNC(=O)c4ccccc4)cc3)cc2-c2ccncc2)ccc1Cl	-0.1*
N#C/C(=C\c1c[nH]c2ccccc12)C(=O)Nc1sc2c(c1C#N)CCC2	67.2
C[C@H]1[C@H](OC(=O)CCC(=O)N(CCCc2cn(-c3ccc([N+](=O)[O-])cc3)nn2)CCNc2ccnc3cc(Cl)ccc23)O[C@@H]2OC3(C)CC[C@H]4[C@H](C)CC[C@@H]1[C@@]24OO3	-24.2*
CCOC(=O)c1cc(C(=O)c2ccc(OC)c(OC)c2)n2ccncc12	92.0
Other records follow.
SMILES	HL-60(TB)
CC(=O)Nc1c(C)cc(C)c(N(C)C(C)=O)c1C	103.1
CN1CCO/C1=C(/NC(=O)c1ccc(Cl)cc1)[P+](c1ccccc1)(c1ccccc1)c1ccccc1	54.7
CCCCCCCCCCCCCCCC(N)c1ccccc1 (stereo not drawn)	-14.3*
Cc1ccc(S(=O)(=O)C(Cl)(Cl)Cl)cc1	91.1
CCCCCCCCn1ccc2cc(NC(=O)Cn3cc(CN4CCCCCC4)nn3)ccc21	-43.1*
CCCCCCCCC/C=N\NC(N)=O	86.9
S=c1[nH]nc(-c2cc(-c3ccncc3)n(-c3ccccc3)n2)n1-c1ccccc1	104.2
COc1cc(-c2nc(SCCC(C)C)nc(N3CCNCC3)c2C#N)cc(OC)c1OC	109.3
Clc1cccc(-n2cnnn2)c1N1CCCC1	99.4
NS(=O)(=O)c1ccc(NC(=O)CSc2ccc(-c3ccccc3)nn2)cc1	99.6
CC1(C)OC2OC(COC(=O)c3ccccc3)C(OC(=O)c3ccccc3)C(OC(=O)c3ccccc3)C2O1 (stereo not drawn)	113.3
O=C(O)c1ccccc1Cc1ccccc1	217.3
COc1cc(-c2c(C#N)nnn2-c2cccc(Cl)c2)cc(OC)c1OC	81.3
C[C@@H]1C=C(I)[C@@]2(CCCO)c3cccc4[nH]cc(c34)[C@@H]12	103.5
CC1NC(=S)NC(=O)/C1=C/c1cc(=O)oc2ccc(Cl)cc12 (stereo not drawn)	83.9
COc1ccc(C(=O)Cn2cnc3c(Nc4cc(C(=O)Nc5ccc(N6CCN(c7ccccc7)CC6)cc5)ccc4C)ncnc32)cc1	79.0
CCCCCCCOC(=O)COc1ccccc1	107.4
CCCCC(CCCCCC(CCCC)C1NC(C)Cc2cc(OC)c(OC)cc21)C1NC(C)Cc2cc(OC)c(OC)cc21 (stereo not drawn)	-79.7*
CC(C)(COC(=O)COc1ccc(Cl)cc1Cl)[N+](=O)[O-]	71.1
O=[N+]([O-])c1ccc(NC(=S)NCCNC(=S)Nc2ccc([N+](=O)[O-])cc2)cc1	84.4
CC(C)(C)n1cc(-c2ccnc(NCCCNS(=O)(=O)c3ccc(F)cc3)n2)c(-c2ccc(Cl)c(O)c2)n1	103.0
COc1cc2c(cc1OC)C1(NCC2)C(=O)N(Cc2ccc(F)cc2)c2ccccc21 (stereo not drawn)	90.4
NS(=O)(=O)c1cc([N+](=O)[O-])ccc1Cl	95.2
CC(C)(C)c1ccc(N)cc1[N+](=O)[O-]	93.6

As entered above.
HL-60(TB), `NS(=O)(=O)c1cc([N+](=O)[O-])ccc1Cl` : 95.2
HL-60(TB), `CC(C)(COC(=O)COc1ccc(Cl)cc1Cl)[N+](=O)[O-]` : 71.1

Additional structures
SMILES	HL-60(TB)
COc1cc(CN2COCc3c(C(C)(C)C)nn(-c4ccccc4)c32)cc(OC)c1OC	87.5
COc1ccc(N2CCC(=S)NC2=S)cc1	99.0
O=C1Nc2ccc(Br)cc2/C1=N/c1nc(-c2ccc(Br)cc2)cs1	69.1
CCCCCC(CCCCC)=C(C#N)C(=O)OCC	95.2
Cc1ccc(NC(=O)C(C)S)cc1 (stereo not drawn)	107.1
